# Screening data: PubChem, several laboratories
# MsrA inh: bovine MsrA enzyme inhibitors, primary screen, biochemical, absorbance, HTS | Methionine sulfoxide reductase A (Bos taurus) | purified bovine MsrA, absorbance read-out | inhibition, % at 15.5 µM | 360,000 compounds, 0.75% hits | AID 651718, 2012; in the data active = inhibition above about 4.5%;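 also: 0% = vehicle wells with enzyme and 100% = reference inhibitor wells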
# Rpn11 inh: Rpn11 (PSMD14) deubiquitinase inhibitors, primary screen, biochemical, fluorescence polarization, uHTS; 26S proteasome non-ATPase regulatory subunit 14 (Homo sapiens), O00487; 360,000 compounds, 0.59% hits; calls only at 20 µM; AID 588493, 2011; human 26S proteasome, Ub4-pepOG fluorescence polarization; 20S core pre-blocked with epoxomicin;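 active = inhibition at 20 µM, scaled to each plate's controls, above about 33%, limit read from the data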
# Target sequence (O00487 whole entry, looked up): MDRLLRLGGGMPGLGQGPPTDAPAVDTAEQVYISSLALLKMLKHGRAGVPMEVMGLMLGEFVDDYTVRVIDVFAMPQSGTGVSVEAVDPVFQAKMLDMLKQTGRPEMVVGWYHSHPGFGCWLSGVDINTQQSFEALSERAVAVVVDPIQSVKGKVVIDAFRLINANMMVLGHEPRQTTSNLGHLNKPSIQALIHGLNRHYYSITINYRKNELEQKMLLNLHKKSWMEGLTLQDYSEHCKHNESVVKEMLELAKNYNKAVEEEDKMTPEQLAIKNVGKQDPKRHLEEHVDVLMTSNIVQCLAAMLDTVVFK
# MsrA act: bovine MsrA enzyme activators, primary screen, biochemical, absorbance, HTS; purified bovine MsrA, absorbance read-out; activation, % at 10.6 µM; 360,000 compounds, 0.3% hits; AID 602163, 2012; in the data active = activation above about 7.5%;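 also: 0% = vehicle and 100% = reference activator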
# MT1-MMP act inh: blockers of MT1-MMP proenzyme processing, primary screen, HT1080 RFP-PRO-GFP cells, GFP/RFP fluorescence. GFP/RFP ratio change, % at 20 µM. AID 651647, 2012. Matrix metalloproteinase-14 (Homo sapiens), P50281. GFP/RFP ratio fluorescence, overnight; percent of plate control window, DMSO zero. 360,000 compounds, 0.061% hits;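 active = GFP/RFP ratio change of at least 30% with cell ATP level not reduced by more than half and red fluorescence within 50% of control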; also: strong numbers were not always called active
#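 Material – HT1080 RFP-PRO-GFP cells · Control set – DMSO wells and RFP-L50D-GFP cells · Incubation – overnight cell settling, then overnight compound exposure, 37 °C, 5% CO2 · Compound dosing – single-point 20 µM compound, 1% DMSO · Read-out – GFP/RFP fluorescence ratio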
# FAS-TE inh: FAS thioesterase domain inhibitors, primary screen, biochemical, fluorescence intensity, uHTS. Fatty acid synthase (Homo sapiens), P49327. recombinant FAS-TE, OMFH fluorogenic substrate, fluorescence endpoint. inhibition, % at 15 µM. 360,000 compounds, 0.67% hits. AID 602261, 2012;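 active = compounds whose normalised, plate-corrected inhibition of enzyme fluorescence in the single-dose primary screen is 50% or more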;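 also: 0% = DMSO with enzyme and 100% = substrate without enzyme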
# CSN inh: inhibitors of CSN-mediated cullin deneddylation, primary screen, biochemical, fluorescence polarization, uHTS. Purified CSN, SCF-Nedd8-OG deneddylation. inhibition, % at 12.5 µM. 360,000 compounds, 0.38% hits;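 active = pattern-corrected inhibition above about 35%, with an unprinted fluorescence ratio check between 0.5 and 1.5, limit read from the data, passing the limit was not always enough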;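 also: 0% = enzyme with substrate and 100% = substrate without enzyme; some results filed as inactive read as strong as hits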
#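 Assay system: Purified human Csn5 enzyme expressed in HEK293T cells | Amount: Enzyme 0.24 nM | Measured by: Fluorescence polarization readout | Medium: Tris/NaCl/DTT buffer, pH 7.5 | Compound dosing: One concentration, 12.5 µM, 0.25% DMSO | Times: 90 min incubation of compound, enzyme and substrate at room temperature | Control set: no-enzyme wells high, enzyme-with-substrate wells low | Read-out: % inhibition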
# MLLE-PAM2 inh: inhibitors of PABP1 MLLE–PAM2 peptide binding, primary screen, biochemical, fluorescence polarization, FITC-PAM2, GST-MLLE; Polyadenylate-binding protein 1 (Homo sapiens), P11940; inhibition, % at 20 µM; 360,000 compounds, 0.36% hits; in the data active = inhibition above about 35%, passing the limit was not always enough;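 also: plate controls were DMSO wells with GST-MLLE for no effect and wells lacking GST-MLLE protein for full effect; some results filed as inactive read as strong as hits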
# Rin1 Abl inh: inhibitors of Rin1-Abl protein binding, primary screen, biochemical, TR-FRET; inhibition, % at 7.35 µM; 360,000 compounds, 0.4% hits; AID 588664, 2011; in the data active = inhibition above about 5%, passing the limit was not always enough
# eLon inh: inhibitors of E. coli Lon protease, primary screen, biochemical, fluorescence polarization; purified E. coli Lon protease; 360,000 compounds, 0.42% hits; inhibition, % at 7.94 µM; in the data active = inhibition above about 13%, passing the limit was not always enough;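 also: 0% = enzyme with probe and DMSO and 100% = no enzyme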
# Target sequence (P0A9M0 whole entry, looked up): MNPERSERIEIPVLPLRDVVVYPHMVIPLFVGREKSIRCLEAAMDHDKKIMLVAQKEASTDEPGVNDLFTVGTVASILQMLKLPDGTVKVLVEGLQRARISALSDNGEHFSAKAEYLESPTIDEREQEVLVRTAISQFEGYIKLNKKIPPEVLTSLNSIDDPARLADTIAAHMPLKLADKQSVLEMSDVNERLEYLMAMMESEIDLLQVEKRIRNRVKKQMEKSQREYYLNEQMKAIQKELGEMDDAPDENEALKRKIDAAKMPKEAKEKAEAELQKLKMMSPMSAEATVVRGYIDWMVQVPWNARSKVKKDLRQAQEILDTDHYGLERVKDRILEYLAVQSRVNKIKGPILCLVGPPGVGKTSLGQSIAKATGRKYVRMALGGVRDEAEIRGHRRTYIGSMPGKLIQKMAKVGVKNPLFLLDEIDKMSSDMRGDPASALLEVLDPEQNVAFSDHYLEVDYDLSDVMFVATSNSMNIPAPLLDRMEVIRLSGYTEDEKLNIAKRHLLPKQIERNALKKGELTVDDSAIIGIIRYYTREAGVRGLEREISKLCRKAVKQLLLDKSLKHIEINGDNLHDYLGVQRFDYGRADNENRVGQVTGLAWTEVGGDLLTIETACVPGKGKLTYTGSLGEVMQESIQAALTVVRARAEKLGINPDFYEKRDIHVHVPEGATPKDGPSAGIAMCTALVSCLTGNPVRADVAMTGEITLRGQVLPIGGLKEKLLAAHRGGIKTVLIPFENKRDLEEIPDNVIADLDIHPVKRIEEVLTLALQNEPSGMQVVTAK
# The depositor's hits bear a star; i = inactive; · = no result given.
SMILES,MsrA inh,Rpn11 inh,MsrA act,MT1-MMP act inh,FAS-TE inh,CSN inh,MLLE-PAM2 inh,Rin1 Abl inh,eLon inh
COc1cccc(/C=C2\SC(=S)N(CCCC(=O)N(CCO)c3ccccc3)C2=O)c1,-0.1,i,-5,-4,15,-3,2,-3,-26
O=[N+]([O-])c1cccc(-c2nnc3n2CCCCC3)c1,0.1,i,0,1,-4,-4,11,2,5
Cc1ccccc1NC(=O)CSc1nc2ccccc2c(=O)n1CC1CCCO1 (centres undefined),1.0,i,3,3,0,0,-3,0,18
CCN(CC)S(=O)(=O)c1ccc2c(c1)N(CC(=O)NCCN1CCOCC1)C(=O)CO2,0.9,i,-2,-3,-5,3,-11,2,1
CCCCNC(=O)Nc1nnc(-c2ccc(Cl)cc2)o1,-0.5,i,2,1,-9,0,9,-2,0
COc1ccccc1NC(=O)c1ccc[n+]([O-])c1,0.8,i,0,-3,-9,-1,3,4,4
CSc1ccc(S(=O)(=O)NCCCOC(C)C)cc1,·,i,-3,0,-2,3,-4,-4,3
Cc1ccnc(NC(=O)CCC(=O)N(CC(=O)NC2CCCCC2)Cc2ccccc2)c1,-0.2,i,-11,7,-4,-2,8,0,0
COc1ccc(C(C)(C)C)cc1NC(=O)c1cncc(Br)c1,-0.3,i,-4,-3,16,5,-3,-6,7
Cc1ccc(OCc2ccc(C(=O)N3CCOCC3)cc2)cc1C,-0.8,i,-2,5,-3,-2,4,0,-12
COc1cc2c(cc1OC)C(C(N)=O)NCC2 (centres undefined),-0.1,i,-2,2,-6,1,-11,2,-9
Cc1ccc(C)c(SCC(=O)NNC(=O)c2csc(N3CCOCC3)n2)c1,0.1,i,-5,1,-2,2,3,2,-9

# Looked up one by one from above (two):
SMILES,MsrA inh,Rpn11 inh,MsrA act,MT1-MMP act inh,FAS-TE inh,CSN inh,MLLE-PAM2 inh,Rin1 Abl inh,eLon inh
CSc1ccc(S(=O)(=O)NCCCOC(C)C)cc1,·,i,-3,0,-2,3,-4,-4,3
COc1ccc(C(C)(C)C)cc1NC(=O)c1cncc(Br)c1,-0.3,i,-4,-3,16,5,-3,-6,7

# Further structures:
SMILES,MsrA inh,Rpn11 inh,MsrA act,MT1-MMP act inh,FAS-TE inh,CSN inh,MLLE-PAM2 inh,Rin1 Abl inh,eLon inh
c1ccc(-c2cn(-c3ccccc3)c3[n+]2CCCS3)cc1,-0.8,i,-4,1,-4,-5,3,1,-4
N#CCC1c2ccccc2CCN1C(=O)Nc1ccc(C(F)(F)F)cc1 (centres undefined),0.3,i,-4,-8,20,2,-12,1,-13
Brc1ccc(-c2nnc(-c3ccc4c(c3)OCO4)o2)o1,1.2,i,-12,-1,6,-3,4,1,-4
CCC(C)(C)C(=O)O,0.2,i,-11,-1,-9,-4,10,3,2
COc1ccc(OC)c(C(=O)COC(=O)COc2ccccc2)c1,-0.1,i,-2,-4,5,-2,-9,-1,-4
CCCCNC(=O)C1c2ccccc2OCC(=O)N1CCCN1CCOCC1 (centres undefined),-0.4,·,-1,6,-9,-5,·,·,-4
CC(C)c1ccccc1NC(=S)N1CCN(S(=O)(=O)c2cccs2)CC1,-0.5,i,-5,-1,10,-4,-38,-3,-10
O=C(c1ccccc1Cl)N1CCC(n2cccc2)CC1,-0.6,i,1,-1,-4,1,4,0,-5
CC(=O)c1ccc(S(=O)(=O)NC2CC2)cc1,-0.8,i,5,0,-6,4,8,3,1
C=CCn1c(NC(=O)c2ccc(C)cc2)c(C#N)sc1=N,1.2,i,-3,5,1,-2,-125,-5,4
CCc1cccc(CC)c1NC(=O)Cn1c(-c2ccc(F)cc2)noc1=O,-1.4,i,-3,-1,-3,5,-2,2,-2
O=C(C1CCCN(c2ncnc3c2nc2n3CCCCC2)C1)N1CCN(c2cccc(Cl)c2)CC1 (centres undefined),-0.2,i,2,-9,38,1,-1,0,0
NC(=O)C1(N2CCCCC2)CCN(Cc2ccc(Br)cc2)CC1,-1.1,i,-4,4,-2,-3,7,-1,-4
CN(C)CCSc1nnc(-c2ccccc2)o1,1.2,i,-2,0,-6,2,-18,0,6
COc1ccc(CC(=O)Nc2cc(C)c3c(=O)oc4ccccc4c3n2)cc1,0.0,i,-7,-4,-2,1,-9,-1,-8
CSc1nc(N)nc2c1ncn2CC(=O)NCc1ccc2[nH]ccc2c1,-0.2,i,-3,2,-8,-4,0,-1,-4
CCOc1ccc(NC(=O)C2CC(=O)OC2c2ccccc2)cc1 (centres undefined),1.6,i,-1,0,0,0,5,0,-7
CC(C)CNC(=O)COCc1cc(-c2ccc3c(c2)OCO3)on1,-0.6,i,-9,1,-3,2,6,-1,-13
O=C(c1c[nH]c2ccccc12)N1CCOCC1,0.6,i,-4,2,-7,7,3,0,4
Cc1cccc(OCC(=O)NC(=S)Nc2ccccc2N2CCOCC2)c1C,-0.7,i,-3,-2,2,0,15,-1,1
O=C(NC1(C(F)(F)F)C(=O)Nc2c1c(=O)[nH]c(=O)n2-c1ccccc1)c1cccnc1 (centres undefined),-0.2,i,-14,1,-8,-1,9,-3,-2
O=C(Nc1cccc(-c2ccc(F)cc2)c1)C1CCCN(C(=O)c2cscn2)C1 (centres undefined),-0.3,i,-4,0,-1,2,-3,1,-6
Cc1ccc(Nc2nc(COC(=O)COc3ccc(C=O)cc3)cs2)cc1,0.2,i,-2,-4,15,-3,19,0,0
CCN1CCN(C(=S)c2ccc(Cl)cc2)CC1,0.3,i,0,-2,-4,1,14,5,0
Cc1cc2oc(C(=O)NC3CCS(=O)(=O)C3)c(C)c2cc1C (centres undefined),-0.2,i,-3,3,-5,6,-5,-3,7
O=C(Nc1ccc(Br)cc1F)c1cccnc1,1.3,i,-7,1,-11,6,3,1,-5
Cc1ccc(NC(=O)c2csnn2)c(C)c1,-0.1,i,1,5,-4,4,-9,-1,-2
Cc1ccc(C2=NN(C(=O)CN3CCN(C4CCS(=O)(=O)C4)CC3)C(c3ccco3)C2)cc1 (centres undefined),1.3,i,-2,5,-6,-1,-6,0,-3
COc1ccc(S(=O)(=O)N(CC(C)C)C2CCS(=O)(=O)C2)cc1OC (centres undefined),0.7,i,-2,2,-4,-2,2,2,-3
O=C1CC2c3ccccc3CCN2C(=O)CN1Cc1ccccc1 (centres undefined),-0.2,i,-4,3,-12,-3,-6,1,1
CC(C)Nc1ccc(C(CC(N)=O)NC(=O)c2ccccc2)cc1[N+](=O)[O-] (centres undefined),0.5,i,-2,7,-8,2,11,-7,-9
Nc1c(C(=O)Nc2ccccc2)sc2nc(N3CCOCC3)c3c(c12)CCCC3,2.1,i,-2,9,21,2,21,-9,-9
CNc1cccc2c1C(=O)c1ccccc1C2=O,-1.6,i,-6,25,-1,8,41*,-8,50*
Cc1ccc(/C=C\c2nccc3c2[nH]c2ccccc23)cc1,1.1,i,-3,-22,38,0,-2,0,-5
FC(F)(F)c1cc(C(F)(F)F)c2ccc(N3CCN(c4ccccc4)CC3)nc2n1,-0.4,i,0,3,0,0,7,-1,-1
O=C1CCC(=O)N1CN(Cc1ccco1)CN1C(=O)CCC1=O,1.8,i,-12,-5,-18,1,0,2,-6
Cc1ccc(NC(=S)N(Cc2ccc(Br)cc2)Cc2ccc(C(=O)O)cc2)cc1C,0.2,i,-3,1,12,-10,-61,1,-1
Cc1ccc(Sc2oc(/C=N/n3cnnc3)cc2Br)cc1,0.9,i,1,2,34,4,3,-1,5
Cc1ccc2nccc(C(=O)N3CCCC(Nc4ccc(F)cc4)C3)c2c1 (centres undefined),0.1,i,0,-8,-3,1,-13,0,-9
CCOC(=O)CN1NC2(CCC(C)CC2)NC1=S (centres undefined),-0.3,i,0,-3,-7,-3,-4,-2,-1
CCOC(=O)C1=CC[C@@H](c2ccccc2)N(S(=O)(=O)c2ccc(C)cc2)[C@H]1c1ccc(CC)cc1,-0.4,i,5,-6,32,-6,-15,2,-1
CC(=O)Nc1ccc(S(=O)(=O)N(Cc2ccccc2)c2ccccc2)cc1,0.3,i,-2,4,9,-1,1,2,4
Cc1cccc(CCNC(=O)c2nnc(Cc3ccc(Cl)cc3)o2)c1,-1.1,i,-2,4,1,-2,-18,2,-6
COc1ccc(NC(=O)c2cccc(NC(=O)C3C4CC5OC(=O)C3C5C4)c2)c(OC)c1 (centres undefined),-0.2,i,-9,1,-6,-2,9,3,-8
COc1ccc(/C(N)=N/OC(=O)CCCc2ccccc2)cc1OC,-0.4,i,-1,-3,0,-1,-3,-3,-4
C/C(CC(=O)NC1CCCCCC1)=N\NC(=O)c1cnccn1,2.3,i,-7,0,-6,3,-13,2,22
COc1ccc(C(=O)NCC(=O)OCC(=O)NCc2ccco2)cc1,0.8,i,-3,0,-10,0,1,-1,-3
O=C(COC(=O)CCCOc1ccc(Cl)cc1Cl)NCc1ccc(F)cc1,0.6,i,-2,3,0,-1,12,1,-3

# In a second layout: 2 of the compounds above.
Molecule	MsrA inh	Rpn11 inh	MsrA act	MT1-MMP act inh	FAS-TE inh	CSN inh	MLLE-PAM2 inh	Rin1 Abl inh	eLon inh
CC(=O)Nc1ccc(S(=O)(=O)N(Cc2ccccc2)c2ccccc2)cc1	0.3	i	-2	4	9	-1	1	2	4
Cc1cccc(CCNC(=O)c2nnc(Cc3ccc(Cl)cc3)o2)c1	-1.1	i	-2	4	1	-2	-18	2	-6

# (more compounds)
SMILES,MsrA inh,Rpn11 inh,MsrA act,MT1-MMP act inh,FAS-TE inh,CSN inh,MLLE-PAM2 inh,Rin1 Abl inh,eLon inh
Cc1cc(C)c(S(=O)(=O)N2CCN=C2c2ccccc2)cc1C,0.7,i,0,2,-3,-5,11,2,1
CCN(CC)C(=O)c1cc(C(C)(C)C)c(O)c(C(C)(C)C)c1,0.3,i,-2,7,0,-7,4,0,-14
CCc1ccccc1OCC(=O)N(CC)CC(=O)NCc1ccc(F)cc1,-0.6,i,-8,-1,-4,1,-2,0,-3
O=C(COC(=O)c1ccc(NS(=O)(=O)c2ccc3c(c2)OCCO3)cc1)NCC1CCCO1 (centres undefined),0.2,i,-1,6,-5,0,-10,0,2
O=C(Nc1nnc(S(=O)(=O)N2CCCCCC2)s1)c1ccccc1F,2.0,i,-2,3,-2,-4,2,1,-2
CC(=O)N1c2ccc(S(=O)(=O)N3CCC(C(=O)NC4CCCCC4C)CC3)cc2CC1C (centres undefined),0.2,i,-2,-1,-3,5,-6,-1,-16
COc1ccc(OC)c(N/C(N)=N/c2nc(C)cc(C)n2)c1,0.8,i,-3,-3,-6,3,-6,2,-6
Cc1cccc(Nc2nc(-c3ccc(F)cc3)cs2)n1,-0.7,i,-4,-2,19,1,-4,4,4
COc1cccc(NC(=O)NC2CCN(CC(=O)Nc3ccccc3[N+](=O)[O-])CC2)c1,1.3,i,-5,-2,3,0,-11,2,7
Cc1ccc(N2CC(C)Cn3c2nc2c3c(=O)[nH]c(=O)n2C)cc1C (centres undefined),0.9,i,-1,15,-3,-5,-5,1,-11
COc1cc(C(=O)NCCCCCCNC(=O)c2cc(OC)c(OC)c(OC)c2)cc(OC)c1OC,2.3,i,-3,6,-3,3,4,0,8
